Assay outcomes as filed in PubChem BioAssay.
PHOSPHO1 block: PHOSPHO1 (human) inhibition. inhibition, % at 13.3 µM. Q8TCT1. hit rate 1.1% among 290,000. recombinant PHOSPHO1, absorbance phosphatase assay; in the data active means inhibition above about 60%
Target sequence (Q8TCT1 whole entry, looked up): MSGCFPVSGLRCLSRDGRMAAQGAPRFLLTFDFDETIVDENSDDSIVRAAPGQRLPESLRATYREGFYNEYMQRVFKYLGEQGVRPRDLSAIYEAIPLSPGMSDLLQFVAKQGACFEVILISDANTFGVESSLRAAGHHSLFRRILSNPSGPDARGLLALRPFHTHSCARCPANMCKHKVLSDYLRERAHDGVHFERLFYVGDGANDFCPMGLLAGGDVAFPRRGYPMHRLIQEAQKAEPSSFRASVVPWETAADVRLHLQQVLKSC
SUMO HTRF inh: SUMOylation inhibition; inhibition, % at 35 µM; hit rate 0.36% among 290,000; HTRF SUMOylation assay, SAE1/SAE2 + UBC9, in vitro; in the data active means inhibition above about 50%, passing the limit was not always enough; further: strong numbers were not always called active
Target sequence (P63279 whole entry, looked up): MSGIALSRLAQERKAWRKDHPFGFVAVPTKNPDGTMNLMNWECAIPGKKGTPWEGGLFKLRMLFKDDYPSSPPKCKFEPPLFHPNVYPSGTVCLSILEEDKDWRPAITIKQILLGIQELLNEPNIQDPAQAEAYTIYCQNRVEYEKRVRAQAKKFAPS
HCV NS3 hel inh: HCV NS3 helicase inhibition; NS3 helicase DNA unwinding, Cy5 molecular beacon fluorescence; inhibition, % at 10.9 µM; hit rate 0.56% among 290,000;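 active means inhibition above the mean of all tested compounds plus 3 SD, set per campaign, cut at about 35% in these data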;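 further: 0% = DMSO wells and 100% = thioflavine S control wells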
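Assay system – hepatitis C virus NS3 helicase domain fragment enzyme · Buffer or medium – MOPS pH 6.5, MgCl2, DTT, Tween20, BSA · Reagent – Cy5/quencher beacon DNA duplex and ATP to start · Compound – single 10.9 µM dose · Timing – 1 h at 25 °C · Technique – Cy5 beacon fluorescence read at start and 1 h · Measure – % inhibition of unwinding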
VIM-2 inh: inhibitors of Pseudomonas aeruginosa VIM-2 metallo-beta-lactamase; purified VIM-2, nitrocefin hydrolysis, epi-absorbance fluorescence; AID 1527; inhibition, % at 5.6 µM; hit rate 0.89% among 290,000;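 active means inhibition above the mean of all tested compounds plus 3 SD, cutoff set per screening run, cut at about 7.5% in these data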;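 further: red hydrolysis product quenches plate fluorescence so inhibitors raise well fluorescence; 0% = enzyme with DMSO and 100% = DMSO without enzyme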
IMP-1 inh: blocks Pseudomonas aeruginosa IMP-1 metallo-beta-lactamase; hit rate 0.45% among 290,000; purified IMP-1, nitrocefin hydrolysis, epi-absorbance fluorescence; inhibition, % at 5.6 µM; AID 1556;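 active means inhibition above the mean plus 3 SD of all compounds in the same screening run, cut at about 4.5% in these data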;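 further: 0% = IMP-1 with DMSO and 100% = DMSO wells lacking enzyme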
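System: Purified IMP-1 | Read-out basis: Percent enzyme inhibition | Controls: IMP-1 with DMSO as 0%, enzyme-free DMSO as 100% | Replicates: One well per compound | Doses: 5.6 µM nominal single concentration | Detection: Epi-absorbance fluorescence, 480 nm excitation, 530 nm emission | Incubation: 25 °C, 15 min preincubation, 25 min reaction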
IDE act: activators of human insulin-degrading enzyme in cells. P14735. HEK cells, FAbeta-B cleavage, fluorescence polarization; 0% vehicle, 100% cell-free pure enzyme wells. activation, % at 5.96 µM. hit rate 0.073% among 340,000. AID 493087;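 active means activation above the mean of all tested compounds plus 3 SD, set per screening campaign, cut at about 17% in these data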
p-CIP stab down: p/CIP protein destabilization; Q05BA5; F442A p/CIP-EGFP cells, EGFP fluorescence, 16 h; decrease of EGFP signal, % at 10 µM; hit rate 0.01% among 290,000;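 active means EGFP signal decrease of at least 30% at 10 µM or well 3 SD below plate mean, unless failing retest; inactive means the rest, including hits failing retest or dose response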; further: some compounds called inactive have numbers as strong as hits; many of its hits are not listed in these tables
DNA FID counter: counter-screen for HCV NS3 helicase inhibitors: DNA intercalator displacement; DNA fluorescent intercalator displacement, fluorescence; inhibition, % at 7.9 µM; hit rate 0.17% among 290,000; in the data active means inhibition above about 37%;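 further: 0% = vehicle and 100% = reference compound; higher means more ethidium bromide displaced from hairpin DNA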
MEKK3 PB1 HTS: raises or lowers MEK5 binding to the human MEKK3 PB1 domain. binding response (% of control), % at 10 µM. bead-based flow cytometry, Alexa488-MEK5 binding to MEKK3; actives lie on both sides; 0 = blocked by unlabeled MEK5, 100 = vehicle. hit rate 1.4% among 290,000;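 active means binding response more than 3 SD above or below the average of its plate-row segment, actives on both sides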;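 further: Alexa488 bead fluorescence after subtracting the streptavidin-only scavenger bead signal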
Target sequence (Q99759 whole entry, looked up, the tested form may be a part): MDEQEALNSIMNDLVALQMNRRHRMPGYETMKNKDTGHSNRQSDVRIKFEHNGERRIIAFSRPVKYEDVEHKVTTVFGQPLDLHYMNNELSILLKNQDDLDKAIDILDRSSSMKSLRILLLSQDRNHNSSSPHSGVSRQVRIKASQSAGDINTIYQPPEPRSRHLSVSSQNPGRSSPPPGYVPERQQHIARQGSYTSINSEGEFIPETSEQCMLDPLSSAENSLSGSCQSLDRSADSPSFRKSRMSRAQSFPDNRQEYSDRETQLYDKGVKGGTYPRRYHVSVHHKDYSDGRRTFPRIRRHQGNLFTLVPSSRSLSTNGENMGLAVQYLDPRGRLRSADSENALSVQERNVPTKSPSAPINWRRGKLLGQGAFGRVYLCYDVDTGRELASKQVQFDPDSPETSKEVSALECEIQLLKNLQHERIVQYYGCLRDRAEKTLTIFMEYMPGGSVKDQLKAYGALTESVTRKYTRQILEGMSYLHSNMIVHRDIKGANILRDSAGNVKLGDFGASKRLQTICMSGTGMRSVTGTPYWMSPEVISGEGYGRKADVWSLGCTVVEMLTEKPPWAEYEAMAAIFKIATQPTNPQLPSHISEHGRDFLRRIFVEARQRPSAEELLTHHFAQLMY
The depositor's hits bear a star; / = not tested or not shown.

Values run as follows: PHOSPHO1 block | SUMO HTRF inh | HCV NS3 hel inh | VIM-2 inh | IMP-1 inh | IDE act | p-CIP stab down | DNA FID counter | MEKK3 PB1 HTS
1: O=c1[nH]c(CN2CCN(Cc3ccc4c(c3)OCO4)CC2)nc2ccccc12
  -12 | 1 | 2 | -1.5 | -4.3 | 3 | 9 | 7 | 104
2: CCn1nnnc1SCC(=O)NC1CCCC1
  -9 | 4 | 1 | -0.8 | -1.1 | 5 | -2 | -3 | 105
3: C/C(=N\NC(=O)CN1CCOCC1)C(C)(C)C
  -45 | -6 | -2 | -2.5 | -1.9 | -3 | -3 | -3 | 103
4: Cn1c(=O)c(C(=O)CN2CCN(S(=O)(=O)c3ccccc3)CC2)c(N)n(Cc2ccccc2)c1=O
  -18 | -2 | -8 | 0.3 | -1.2 | 3 | -5 | -13 | 97
5: Cc1ccc(OCC(=O)Nn2cnc3ccccc32)cc1
  -4 | -18 | -2 | -1.6 | -2.7 | 2 | -5 | -7 | 101
6: CCCn1c(=O)c(C(=O)NNC(=O)c2ccccc2[N+](=O)[O-])c(O)c2ccccc21
  28 | -6 | 8 | -0.1 | -2.0 | 2 | -1 | -27 | 108
7: Cc1c(Cl)c([N+](=O)[O-])nn1Cc1ccc(C(=O)N/N=C\c2cc(Cl)ccc2O)o1
  24 | -48 | 1 | -2.7 | -0.8 | 4 | -2 | -4 | 104
8: Cc1cc(C)c(S(=O)(=O)NCc2nc3nc(C)cc(C)n3n2)c(C)c1
  33 | -5 | -7 | 0.2 | -2.2 | 1 | 3 | -19 | 103
9: Cc1cccc2sc(NNC(=O)c3ccc(S(=O)(=O)N4CC(C)CC(C)C4)cc3)nc12 (configuration not stated)
  -18 | -26 | 1 | -3.9 | -4.3 | -6 | 2 | -16 | 102
10: C=CCSC1=Nc2sccc2C2=NC(=O)CN12
  46 | 25 | 21 | -0.4 | -2.3 | -2 | -5 | -12 | /
11: Cc1ccccc1NC(=S)N1CCCN(Cc2ccc(F)cc2)C1
  -5 | -22 | -5 | -2.6 | -1.1 | 8 | -4 | 0 | 112
12: CCOC(=O)C1=C(C)NC(C)=C(C(=O)OCC)C1c1ccc(C)o1
  39 | 17 | 0 | -0.2 | -1.7 | 4 | 8 | -19 | 90
13: CC(=O)OC(C(=O)NC1CCCCC1)c1cccc(F)c1 (configuration not stated)
  26 | 13 | -4 | -9.2 | -2.6 | -2 | -9 | 5 | 93
14: COC(=O)C1=C(C(=O)c2ccccc2)C(c2ccc(O)c(OC)c2)n2nnnc2N1 (configuration not stated)
  7 | 11 | 8 | -4.6 | -3.6 | -6 | 1 | -7 | 106
15: NNC(=O)c1cnn(Cc2ccccc2)c1N
  4 | 4 | 4 | -1.2 | 1.0 | -3 | 16 | -3 | 107
16: Cn1c(SCC(=O)c2ccc(F)cc2)nnc1-c1ccccn1
  34 | 9 | -3 | -2.6 | -1.3 | 1 | -8 | -6 | 123
17: O=[N+]([O-])c1cccc(/C([O-])=C(/C(=S)Nc2ccccc2F)[n+]2ccccc2)c1
  2 | -2 | -16 | -4.6 | -3.1 | 3 | -5 | 7 | 105
18: CCCCCCCCCC[N+](C)(C)CC/C=C1/c2ccccc2Sc2ccc(Cl)cc21
  36 | -10 | -18 | -3.8 | -4.2 | 11 | -18 | 19 | 108
19: CCOC(=O)c1oc2c(CN3CCN(C)CC3)c(O)ccc2c(=O)c1-c1ccc(Br)cc1
  -1 | -8 | -26 | 2.1 | 0.3 | 2 | 6 | 23 | 97
20: COc1ccc(C(=O)Nc2ccc3c(c2)n(C)c(=O)n3C)cc1OC
  / | -5 | 1 | -0.1 | -1.9 | 1 | 6 | -8 | 109

Additional entries follow.
Values run as follows: PHOSPHO1 block | SUMO HTRF inh | HCV NS3 hel inh | VIM-2 inh | IMP-1 inh | IDE act | p-CIP stab down | DNA FID counter | MEKK3 PB1 HTS
21: COc1ccc(/C=C2\SC(=S)N(CCCC(=O)NNC(=O)c3ccccc3O)C2=O)cc1
  32 | 31 | -6 | -0.8 | -1.4 | 3 | 4 | -9 | 99
22: CCCOC(=O)c1[nH]c2c(c1C)C(=O)CC(c1cccs1)C2 (configuration not stated)
  -3 | 10 | -2 | 0.6 | -3.9 | 0 | -19 | -8 | 96
23: O=C(CN1CC(c2ccccc2)CC1=O)Nc1ccc2c(c1)OCO2 (configuration not stated)
  -18 | 9 | 6 | -4.6 | -2.6 | 5 | -1 | -8 | 111
24: Cc1ccc(C(=O)NCC(=O)OCC(=O)c2ccc3c(c2)OCCO3)cc1C
  -7 | -8 | 1 | -1.9 | -6.2 | 1 | -10 | -21 | 111
25: O=C(Nc1ccc(O)cc1)c1cccc(Oc2ccc([N+](=O)[O-])cc2)c1
  8 | -16 | 1 | -2.0 | -3.3 | 5 | -5 | -2 | 106
26: CC[C@]12CCCN3CCc4c(n(c5ccccc45)C(=O)C1)C32 (some centres not stated)
  20 | 21 | -5 | -0.5 | -0.4 | / | -20 | -1 | 95
27: CSc1ccc(CN2CCC(CO)(Cc3ccc(Cl)cc3)CC2)cc1
  -2 | 7 | -46 | -3.7 | -2.5 | 4 | -17 | 17 | 105
28: Cc1cccc(C)c1NC(=O)CNC(=O)C(Cc1ccccc1)NC(=O)c1ccccc1 (configuration not stated)
  23 | -1 | -3 | -2.7 | -4.9 | -2 | -4 | -52 | 102
29: CC(=O)OCC(=O)Nc1cc(S(=O)(=O)N2CCCCCC2)ccc1Cl
  13 | 1 | -4 | -4.3 | -3.9 | -5 | -12 | -2 | 105
30: Cc1ccc(SC(C)C(=O)O/N=C(\N)c2ccncc2)cc1 (configuration not stated)
  33 | -7 | -2 | -0.1 | -0.3 | 4 | -9 | -33 | 88
31: COc1ccc(C(=O)NC(=S)N2CCCCC2)cc1[N+](=O)[O-]
  -6 | -13 | -5 | -3.3 | -1.6 | 3 | 0 | 0 | 106
32: COc1ccc(NC(=O)Cc2cccc3ccccc23)cc1
  / | -6 | 9 | -1.2 | -1.0 | 3 | 14 | -5 | 100
33: O=[N+]([O-])c1cc2c(cc1/C=N/n1c(-c3ccccc3)n[nH]c1=S)OCO2
  106* | 0 | 30 | -5.9 | -3.1 | 1 | -6 | 5 | 99
34: CCOC(=O)/C(=N\Nc1ccccc1Cl)N1CCN(c2ccccc2OC)CC1
  10 | 0 | -1 | 0.8 | -3.0 | -3 | 7 | 3 | 92
35: O=C(Nc1ccccc1N1CCOCC1)c1cccs1
  0 | 27 | 9 | 1.2 | -0.6 | 1 | 3 | -3 | 101
36: CC(C)C[C@@H]1NC(=O)[C@H](Cc2ccc(O)cc2)NC(=O)c2cc([N+](=O)[O-])cc(I)c2NCCC[C@@H](C(N)=O)NC1=O
  -16 | 27 | -2 | -4.7 | -2.4 | 5 | -2 | -12 | 99
37: COc1ccc(C)cc1-n1c(SCC(=O)Nc2cc(C)on2)nc2ccccc2c1=O
  45 | 0 | -3 | -2.1 | -2.4 | 1 | 15 | -17 | 110
38: Cc1ccc(S(=O)(=O)C2(C(=O)N3CCCCCC3)CC2)cc1
  -42 | 15 | -6 | -1.9 | -3.9 | 1 | -6 | -8 | 99
39: Cc1ccc(NC(=O)COc2ccc(N3CC(C(N)=O)CC3=O)cc2)c(C)c1 (configuration not stated)
  6 | 0 | -9 | -2.9 | -1.0 | 3 | -7 | -8 | 102
40: NS(=O)(=O)c1ccc(CCNC(=O)c2cccnc2)cc1
  25 | 4 | -5 | -3.4 | -1.9 | 0 | 1 | -3 | 110

(further entries)
Values run as follows: PHOSPHO1 block | SUMO HTRF inh | HCV NS3 hel inh | VIM-2 inh | IMP-1 inh | IDE act | p-CIP stab down | DNA FID counter | MEKK3 PB1 HTS
41: O=C(c1ccc(S(=O)(=O)c2ccccc2)cc1)N1CCc2ccccc2C1
  18 | 4 | -24 | -1.0 | -0.6 | 0 | -7 | -23 | 100
42: Cc1n[nH]c(C)c1NC(=O)c1cc([N+](=O)[O-])ccc1Cl
  -3 | 8 | 3 | -3.8 | -1.6 | 2 | -12 | 0 | 92
43: COC(=O)c1ccc(Cl)c(NC(=O)CSc2ncn[nH]2)c1
  24 | -24 | 10 | -1.4 | 2.4 | 1 | 0 | 0 | 106
44: CCOc1ccc(-c2nnn(CC#N)n2)cc1OC
  3 | 11 | -5 | -1.6 | -1.6 | 1 | 7 | -3 | 103
45: Cc1nc2nc(-c3ccc(Cl)cc3)cn2nc1C
  11 | 37 | 5 | -3.2 | -2.6 | 3 | -9 | -35 | /
46: O=C(/C=C/c1ccco1)NCCc1ccc(F)cc1
  5 | 17 | 11 | -4.3 | -1.7 | 3 | -29 | -16 | 100
47: O=S(=O)(Cc1ccccc1)NCc1ccccn1
  19 | -6 | -4 | -4.3 | -1.7 | 1 | 7 | 0 | 93
48: CSc1cccc(CN2CCC(n3nccc3NC(=O)C3CC3)CC2)c1
  64* | -3 | 2 | -2.5 | -3.2 | 5 | -6 | 6 | 105
49: O=C(CNCCc1ccc(Cl)cc1Cl)NCc1ccco1
  63* | 0 | 1 | -0.8 | -1.4 | 4 | -2 | 6 | 103
50: Cc1ccc2cc(C)c3nnc(SCC(=O)N4CCCc5ccccc54)n3c2c1C
  22 | -2 | 0 | -2.3 | -3.2 | / | -9 | -9 | /

Compounds from the list above with an aryl thioether with sulfur outside any ring, in the order listed:
Values run as follows: PHOSPHO1 block | SUMO HTRF inh | HCV NS3 hel inh | VIM-2 inh | IMP-1 inh | IDE act | p-CIP stab down | DNA FID counter | MEKK3 PB1 HTS
2: CCn1nnnc1SCC(=O)NC1CCCC1
  -9 | 4 | 1 | -0.8 | -1.1 | 5 | -2 | -3 | 105
16: Cn1c(SCC(=O)c2ccc(F)cc2)nnc1-c1ccccn1
  34 | 9 | -3 | -2.6 | -1.3 | 1 | -8 | -6 | 123
27: CSc1ccc(CN2CCC(CO)(Cc3ccc(Cl)cc3)CC2)cc1
  -2 | 7 | -46 | -3.7 | -2.5 | 4 | -17 | 17 | 105
30: Cc1ccc(SC(C)C(=O)O/N=C(\N)c2ccncc2)cc1 (configuration not stated)
  33 | -7 | -2 | -0.1 | -0.3 | 4 | -9 | -33 | 88
37: COc1ccc(C)cc1-n1c(SCC(=O)Nc2cc(C)on2)nc2ccccc2c1=O
  45 | 0 | -3 | -2.1 | -2.4 | 1 | 15 | -17 | 110
43: COC(=O)c1ccc(Cl)c(NC(=O)CSc2ncn[nH]2)c1
  24 | -24 | 10 | -1.4 | 2.4 | 1 | 0 | 0 | 106
48: CSc1cccc(CN2CCC(n3nccc3NC(=O)C3CC3)CC2)c1
  64* | -3 | 2 | -2.5 | -3.2 | 5 | -6 | 6 | 105
50: Cc1ccc2cc(C)c3nnc(SCC(=O)N4CCCc5ccccc54)n3c2c1C
  22 | -2 | 0 | -2.3 | -3.2 | / | -9 | -9 | /

These rows are one share of the data. The share of hits here may be higher or lower than overall.
